From PubChem BioAssay
KCNQ1 act – potentiators or activators of KCNQ1 channel, primary screen, cell-based, thallium flux, high-throughput; Potassium voltage-gated channel subfamily KQT member 1 (Homo sapiens), P51787; actives 0.35% (n = 310,000); AID 2648, 2010; B-score at 10 µM; CHO-K1 KCNQ1, thallium flux FluxOR fluorescence; active compounds read high;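 active = fluorescence ratio B-score, a plate-corrected score, at least three library SD, with initial intensity B-score within 5 SD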
Target sequence (P51787 whole entry, looked up): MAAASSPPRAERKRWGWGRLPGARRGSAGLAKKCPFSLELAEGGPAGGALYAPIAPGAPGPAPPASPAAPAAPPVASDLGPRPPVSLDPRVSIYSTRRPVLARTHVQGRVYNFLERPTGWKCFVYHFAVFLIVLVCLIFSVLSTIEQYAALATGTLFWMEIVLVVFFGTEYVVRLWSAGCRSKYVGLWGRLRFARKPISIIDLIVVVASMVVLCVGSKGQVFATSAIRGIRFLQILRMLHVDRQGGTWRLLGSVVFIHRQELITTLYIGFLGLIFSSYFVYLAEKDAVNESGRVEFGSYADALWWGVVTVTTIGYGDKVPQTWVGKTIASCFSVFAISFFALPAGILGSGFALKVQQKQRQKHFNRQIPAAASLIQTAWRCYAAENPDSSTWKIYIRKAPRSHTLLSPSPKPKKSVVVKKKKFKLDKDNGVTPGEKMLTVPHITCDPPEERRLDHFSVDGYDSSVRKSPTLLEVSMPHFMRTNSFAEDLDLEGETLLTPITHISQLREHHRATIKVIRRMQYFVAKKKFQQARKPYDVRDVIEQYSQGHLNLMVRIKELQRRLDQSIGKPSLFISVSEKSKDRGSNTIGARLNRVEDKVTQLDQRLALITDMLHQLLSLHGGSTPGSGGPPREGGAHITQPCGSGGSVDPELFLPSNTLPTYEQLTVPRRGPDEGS
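Assay system: stable KCNQ1 CHO-K1 line; medium: assay buffer, equal DMSO in all wells; timing: 90 min dye loading and 20 min compound exposure, both at room temperature; technique: kinetic FluxOR thallium fluorescence, 10-s 1-Hz baseline, 110-s post-stimulus read; read-out basis: B score of baseline-normalized fluorescence ratio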
ANO1 activ – TMEM16A chloride channel activators or potentiators, primary screen, cell-based, HTS; Anoctamin-1 (Mus musculus), Q8BHY3; HEK293 TMEM16A/YFP-H148Q/I152L, iodide quench fluorescence; active compounds read low; B-score at 10 µM; actives 0.3% (n = 340,000);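 active = fluorescence-ratio B-score plate-corrected deviation score at least 3 library SD below zero, with starting fluorescence score within 5 deviations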;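 note: channel opened by trigger with iodide after compound preincubation; score built on the fluorescence ratio of max minus min over baseline; more negative score means more quench and so TMEM16A activation or potentiation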
MrgX1 ag – agonists of human MrgX1 receptor, primary screen, HEK293 cells, Fluo-4 calcium flux | Mas-related G-protein coupled receptor member X1 (Homo sapiens), Q96LB2 | Fluo-4 calcium fluorescence, agonist mode; active compounds read high | B-score at 10 µM | actives 0.44% (n = 310,000) | AID 588627, 2011;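 active = calcium response B-score plate-corrected fluorescence ratio at least 3 library SD, with starting fluorescence B-score inside 5 SD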
Target sequence (Q96LB2 whole entry, looked up): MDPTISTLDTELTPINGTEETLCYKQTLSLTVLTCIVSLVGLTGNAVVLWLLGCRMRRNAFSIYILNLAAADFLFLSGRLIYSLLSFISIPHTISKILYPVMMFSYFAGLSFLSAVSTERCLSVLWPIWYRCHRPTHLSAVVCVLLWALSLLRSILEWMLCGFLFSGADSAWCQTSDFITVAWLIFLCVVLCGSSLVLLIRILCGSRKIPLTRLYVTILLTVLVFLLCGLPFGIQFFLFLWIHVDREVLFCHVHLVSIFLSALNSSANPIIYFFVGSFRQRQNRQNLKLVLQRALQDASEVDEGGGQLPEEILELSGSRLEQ
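Test system: HEK293 cells stably expressing human MrgX1 receptor; Input: fifteen thousand cells per well; Dosing: compound delivered in addition one of three; Schedule: overnight seeding, then 1 h dark dye loading; Technique: Fluo-4 NW calcium fluorescence; Measure: B-scored fluorescence response ratio; Controls: positive and negative controls per plate.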
KCNQ1 block – inhibitors of human KCNQ1 channel, primary screen, cell-based, thallium flux, high-throughput; Potassium voltage-gated channel subfamily KQT member 1 (Homo sapiens), P51787; CHO-K1 KCNQ1, FluxOR thallium flux fluorescence; active compounds read high; B-score at 10 µM; actives 1.3% (n = 310,000); AID 2642, 2010;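 active = compounds whose thallium flux B-score, printed positive for inhibition, exceeds three library SD while starting fluorescence stays within three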;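 note: channel opened by potassium depolarization with thallium stimulus after 20 min compound exposure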
KCNK9 block – KCNK9 potassium channel inhibitors, primary screen, HEK293 cells, thallium flux. Potassium channel subfamily K member 9 (Homo sapiens), Q9NPC2. FluxOR thallium flux fluorescence; active compounds read low. B-score at 10 µM. actives 1.2% (n = 310,000);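 active = ratio B-score over 3 SD below the library mean, with starting fluorescence within 5 SD of its mean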;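 note: negative B-score means less thallium flux so channel inhibition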
ANO1 block – TMEM16A chloride channel inhibitors, primary screen, cell-based, HTS. Anoctamin-1 (Mus musculus), Q8BHY3. HEK293 TMEM16A/YFP iodide influx fluorescence, ionomycin. normalized B-score (activity score, 25-100; higher = stronger inhibition) at 10 µM. actives 1.2% (n = 310,000). AID 588511, 2011;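 active = ratio plate-corrected score three or more library SD toward inhibition, starting fluorescence score within five deviations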;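 note: score derived from kinetic fluorescence span divided by baseline fluorescence per well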
KCNK3 inh – human KCNK3 channel inhibitors, primary screen, CHO cells, FluxOR thallium flux, B-score; Potassium channel subfamily K member 3 (Homo sapiens), O14649; FluxOR fluorescence; active compounds read low; B-score at 10 µM; actives 0.84% (n = 340,000); AID 602410, 2012;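 active = B-score under library mean minus 4 SD, starting fluorescence ratio at most library mean plus 5 SD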;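 note: more negative B-score means stronger inhibition of thallium flux through KCNK3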
MrgX1 PAM – positive allosteric modulators of MrgX1, primary screen, HEK293 cells, Fluo-4 calcium flux. B-score at 10 µM. FDSS; active compounds read high. Mas-related G-protein coupled receptor member X1 (Homo sapiens), Q96LB2. actives 0.63% (n = 310,000). AID 588675, 2011;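 active = plate-corrected calcium response at least 3 library SD above typical, normal starting fluorescence, not activating the receptor alone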;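 note: compound read alongside a low EC10 to EC30 dose of BAM8-22 agonist; peak minus trough fluorescence over baseline measured at the second addition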
hERG protect – hERG rescue from dofetilide block, primary screen, cell-based, CHO-hERG, FluxOR thallium flux, dofetilide IC70. AID 1511, 2009. activation (rescue from dofetilide block), less the hit threshold, % at 10 µM. dofetilide IC70 present. actives 0.51% (n = 310,000);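 active = activation above the mean of controls blocked by dofetilide plus 5 SD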;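 note: thallium influx through hERG after potassium depolarization seen as dye fluorescence rise; in these data hits start at about 4.7%; inactives centre near -7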
RGS4 pot – RGS4 potentiators or activators, primary screen, cell-based, HEK293 M3R inducible RGS4, calcium flux; B-score at 10 µM; actives 0.92% (n = 310,000); carbachol calcium flux Fluo4; active compounds read low;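 active = B-score of the integrated calcium signal more than 4 SD below the library mean, with starting fluorescence not abnormally high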;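 note: negative B-score means reduced calcium response which marks RGS4 activation or potentiation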
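System: HEK293 FlpIn-TREx cells, stable M3R, doxycycline-inducible RGS4. Timing: overnight RGS4 induction, 30 min dye load 37 °C, 20 min compound RT. Also added: carbachol, ECmax concentration. Measured by: Fluo4 fluorescence kinetic imaging of calcium. Evaluation: integrated calcium ratio converted to B score.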
RGS4 block – RGS4 inhibitors, primary screen, cell-based, HEK293 M3R inducible RGS4, calcium flux. actives 0.45% (n = 310,000). B-score at 10 µM. Regulator of G-protein signaling 4 (Homo sapiens), P49798. Fluo-4 calcium flux; active compounds read high; triggered by carbachol at its EC20. AID 463165, 2010;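 active = B-score, a plate-corrected calcium signal, over three deviations above library mean, with baseline fluorescence within five deviations of library mean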;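 note: RGS4 expression induced by doxycycline in cells with stable M3 receptor; B-score is computed from the integrated fluorescence ratio over baseline after carbachol; higher B-score means a larger calcium signal and so more RGS4 inhibition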
* = called active by the depositor; i = inactive; · = no result given.

SMILES	KCNQ1 act	ANO1 activ	MrgX1 ag	KCNQ1 block	KCNK9 block	ANO1 block	KCNK3 inh	MrgX1 PAM	hERG protect	RGS4 pot	RGS4 block
Nc1nonc1/C(=N/O)N1CCCC1	i	i	i	i	i	i	i	i	-11	i	i
CCC(=O)Oc1ccc2c(C)c(Cl)c(=O)oc2c1	i	i	i	i	i	i	i	i	-9	i	i
C=CCN1C2CCCC1CC(NC(=S)Nc1ccc(Cl)cc1)C2 (stereo not drawn)	i	i	i	i	i	i	i	i	-7	i	i
COc1ccc(OCCCSc2ncccn2)cc1	i	i	i	i	i	i	i	i	-6	i	i
Cc1cnc(CNC(=O)c2ccc3oc(C(C)C)nc3c2)[nH]1	i	i	i	i	i	i	i	i	-9	i	i
COc1ccc(-c2coc3cc(OC(=O)N4CCOCC4)ccc3c2=O)cc1	i	i	i	i	i	i	i	i	-5	i	i
COc1ccc(N2C(=O)CSC2c2ccc(F)cc2)cc1 (stereo not drawn)	i	i	i	i	i	i	i	i	-6	i	i
COc1cc(CC(=O)NCCCc2ccccc2)cc(OC)c1OC	i	i	i	i	i	i	i	i	-3	i	i
COc1cccc(OC)c1C(=O)Nc1ccc(N2CCN(C(=O)c3cccs3)CC2)cc1	i	i	i	i	i	i	i	i	-14	i	i
COCCNC(=O)COc1ccc(C)cc1C	i	i	i	i	i	i	i	i	-3	i	i
Clc1ccccc1-c1ncc(-c2ccccc2)o1	i	i	i	i	i	i	i	i	-8	i	i
CN(C)CCNC(=O)C(=O)NCC1OCCN1S(=O)(=O)c1cc(F)ccc1F (stereo not drawn)	i	i	i	i	i	i	i	i	-5	i	i
CCc1ccc(CNC(=O)C2CCN(c3nnc(C)c4c(C)n(-c5ccc(C)cc5)nc34)CC2)cc1	i	i	i	i	i	i	i	i	-10	i	i
Fc1cccc(Nc2nc(Cl)nc(Cl)n2)c1	i	i	i	i	i	i	i	i	-7	i	i
CCc1nnc(NC(=O)Cn2nc(-c3ccccc3OC)ccc2=O)s1	i	i	i	i	i	i	i	i	-8	i	i
Cc1cc([N+](=O)[O-])nn1CC(=O)Nc1ccccn1	i	i	i	i	i	i	i	i	-7	i	i
N#Cc1nc(-c2ccc(Cl)cc2)oc1N1CCCCC1	i	i	i	i	-8.3*	i	i	i	-2	i	i
CCOC(=O)N1CCC(NC(=O)c2ccc3c(c2)N(Cc2ccc(C)cc2)CCS3)CC1	i	i	i	i	i	i	i	i	-14	i	i
CCOC(=O)CNC(=O)C1CCCN(c2ncccn2)C1 (stereo not drawn)	i	·	i	i	i	i	i	i	-15	i	i
CC(Sc1ccc([N+](=O)[O-])cn1)C(=O)Nc1nccs1 (stereo not drawn)	i	i	i	i	i	i	i	i	-6	i	i
CCCCN(C)C1CCN(C(=S)Nc2cccc(SC)c2)CC1	i	i	i	i	i	i	i	i	-11	i	i
CC1=C(C)C(=O)C(N2CCOCC2)=CC1=O	i	i	·	i	i	·	i	·	-9	i	i
Cc1cc(C)c(S(=O)(=O)Nn2cnnc2)c(C)c1	i	i	i	i	i	i	i	i	-9	i	i
Fc1ccccc1-n1[nH]nnc1=S	i	i	i	i	i	i	i	i	-12	i	i
O=C(Nc1ccccc1C(F)(F)F)c1ccc(F)c(S(=O)(=O)N2CCOCC2)c1	i	i	i	i	i	i	i	i	-3	i	i

More structures.
SMILES	KCNQ1 act	ANO1 activ	MrgX1 ag	KCNQ1 block	KCNK9 block	ANO1 block	KCNK3 inh	MrgX1 PAM	hERG protect	RGS4 pot	RGS4 block
CCc1ccc(NC(=O)CNC(=O)Cn2ccc3ccccc3c2=O)cc1	i	i	i	i	i	i	i	i	-7	i	i
COc1cccc(C(=O)Nc2cccc(-c3nnc(-c4ccccc4)o3)c2)c1	i	i	i	i	-8.4*	i	-10*	i	-16	-11*	i
O=C(CSc1ccccc1)NNC(=O)c1ccccc1O	i	i	i	i	i	i	i	i	-14	i	i
CCCCn1c(=O)nc2n(-c3ccccc3C)c3ccccc3cc-2c1=O	11*	i	i	i	i	25*	i	i	-12	-7.6*	i
COc1ccc(N2C(=O)C3CCCN3C2c2ccccc2)cc1Cl (stereo not drawn)	i	i	i	i	i	i	i	i	-18	i	i
N=c1ccn2c(n1)OC1C(O)C(CO)OC12 (stereo not drawn)	i	i	i	i	i	i	i	i	-5	i	i
COc1ccc2ccccc2c1CNC(=O)CC1C(=O)NCCN1CC(C)C (stereo not drawn)	i	i	i	i	i	i	i	i	-14	i	i
Cc1ccc(OCC(=O)N/N=C/c2cccn2C)cc1	i	i	i	i	i	i	i	i	-10	i	i
Cc1cc(NC(=O)CSCC(=O)Nc2cc(C(F)(F)F)ccc2N2CCCC2)no1	i	i	i	i	i	i	i	i	-18	i	i
O=C(N/N=C/c1ccc([N+](=O)[O-])o1)c1ccncc1	i	i	i	i	i	i	i	i	-7	i	i
CC(NC(=O)c1ccccc1F)C(=O)O (stereo not drawn)	i	i	i	i	i	i	i	i	-5	i	i
Cc1ccc(NC(=O)c2ccc(NCC3CCCO3)c([N+](=O)[O-])c2)cc1Cl (stereo not drawn)	i	i	i	i	i	i	i	i	-8	i	i
Cc1cc(=O)oc2c3c(cc(OCC(=O)Nc4ccc(CCO)cc4)c12)OC(C)(C)CC3	i	i	i	i	i	i	i	i	-13	i	i
O=C(COC(=O)c1ccccc1)Nc1ccc(Cl)cn1	i	i	i	i	i	i	i	i	2	i	i
CCc1nnc(NC(=O)C2CC(=O)N(c3ccc4c(c3)OCCO4)C2)s1 (stereo not drawn)	i	i	i	i	i	i	i	i	-8	i	i
CCC1CSC(Nc2ccc(C(=O)/C=C/c3ccc(Br)cc3)cc2)=N1 (stereo not drawn)	i	i	i	i	i	i	i	i	-3	i	i
O=C1CCC2(C(=O)O)Sc3ccccc3N12 (stereo not drawn)	i	i	i	i	i	i	i	i	-7	i	i
CC(CC(=O)NC(C)c1ccc2c(c1)OCCO2)c1ccccc1 (stereo not drawn)	i	i	i	i	i	i	i	i	2	i	i
O=[N+]([O-])/C=C/c1cn(Cc2ccc(Cl)cc2)c2ccccc12	i	i	i	i	i	i	i	i	-12	i	8.6*
COCCn1c(SCC(=O)N(C(C)C)C(C)C)nnc1-c1cc2ccccc2cc1O	i	i	i	i	i	i	i	6.6*	-17	i	i
Cn1c(=O)c(-[n+]2ccccc2)c([O-])c2ccccc21	i	i	i	i	i	i	i	i	-6	i	i
COc1ccc(OC)c(S(=O)(=O)n2cnc3ccccc32)c1	i	i	i	i	i	i	i	i	-8	i	i
Cc1onc(C(=O)Nc2ccc3c(c2)OCO3)c1[N+](=O)[O-]	i	i	i	i	i	i	i	i	0	i	i
Fc1ccccc1NC(=S)N1CCN(C/C=C/c2ccccc2)CC1	i	i	i	i	i	i	i	i	-6	i	i
Cc1cccc(S(=O)(=O)C(C#N)c2nc3ccccc3nc2N2CC(C)OC(C)C2)c1 (stereo not drawn)	i	i	i	i	i	25*	i	i	-12	i	i

Additional compounds
SMILES	KCNQ1 act	ANO1 activ	MrgX1 ag	KCNQ1 block	KCNK9 block	ANO1 block	KCNK3 inh	MrgX1 PAM	hERG protect	RGS4 pot	RGS4 block
O=C1CCCCN1CCC(=O)N1CCCC(Nc2ccccc2)C1 (stereo not drawn)	i	i	i	i	i	i	i	i	-9	i	i
CC1(C)c2[nH]c3ccccc3c2C[C@@H]2C(=O)N(Cc3ccccc3Cl)C(=O)N21	i	i	i	i	i	i	i	i	-4	i	i
O=S(=O)(c1ccccc1)n1c(C(O)c2ccccn2)cc2ccccc21 (stereo not drawn)	i	i	i	i	i	i	i	i	-10	i	i
Cc1ccc(S(=O)(=O)N(CC(O)CN2C(=O)NC(C)(C)C2=O)c2ccccc2)cc1 (stereo not drawn)	i	i	i	i	i	i	i	i	0	i	i
Cc1ccc(N2C(=O)c3ccccc3C2=O)cc1	i	i	i	i	i	i	i	i	-4	i	i
CCOc1ccccc1N1CCN(Cc2ccco2)CC1	i	i	i	i	i	i	i	i	-4	i	i
CCOC(=O)c1c(CSc2cccs2)n(C)c2cc(Br)c(O)c(CN(C)C)c12	i	i	i	i	i	i	i	i	-21	i	i
COc1ccc(OC)c(CCNC(=O)CC2(CC3=NS(=O)(=O)c4ccccc4N3)CCCC2)c1	i	i	i	i	i	i	i	i	-23	i	i
CCOC(=O)C1(CC2CC2)CCN(Cc2cn(C)c3ccccc23)CC1	i	i	i	i	i	i	i	i	-6	i	i
CCO[C@@H]1OC(C(=O)NCc2nc3ccccc3[nH]2)=C[C@H](c2csc3ccccc23)[C@H]1CCCO	i	i	i	i	i	i	i	i	-8	i	i
COc1ccc(OC)c(NC(=O)c2ccc3c(c2)CCN3S(C)(=O)=O)c1	i	i	i	i	i	i	i	i	-2	i	i
CCOc1ccccc1NC(=O)CSc1nnc2ccc(-c3cccnc3)nn12	i	i	i	i	i	i	i	i	-11	i	i
CC(=O)Nc1ccc(OCCC[n+]2cccc(C(=O)[O-])c2)cc1	i	i	i	i	i	i	i	i	-13	i	i
c1ccc2sc(N3CCCN(Cc4nc(-c5cnccn5)no4)CC3)nc2c1	i	i	i	i	i	i	i	i	-5	i	i
Cc1ccc2cc(CN(Cc3ccco3)S(=O)(=O)c3c(C)ccc4nsnc34)c(=O)[nH]c2c1	i	i	i	i	i	i	i	i	-6	i	i
COc1cccc(N(C(=O)Cn2nnc(-c3cccs3)n2)C(C(=O)NC(C)C)c2ccc(C)o2)c1 (stereo not drawn)	i	i	i	i	i	i	i	i	-6	i	i
